# WT yeast gro inh: growth inhibition of WT strain, primary screen, mitochondrial fusion inhibitor project, WT and mutant strains, chemical genetic. mitochondrial fusion phenotypic screen. inhibition, % at 10 µM. hit rate 2.1% among 190,000; in the data active means inhibition above about 58%; tested in S. cerevisiae
# human PMI inhibitors: human PMI inhibitors, high substrate, primary screen, biochemical, fluorescence intensity, high mannose 6-phosphate (AID 1220); recombinant PMI enzyme, coupled fluorescence intensity; higher % means a stronger effect; one-dose inhibition, % at 20 µM; IC50 in µM for titrated hits; hit rate 0.66% among 190,000
# XIAP displacement: XIAP antagonists, biochemical, IAP family, fluorescence polarization (AID 1018); displacement, % at 20 µM, or IC50 in µM where a hit was titrated; XIAP BIR domain, fluorescence polarization peptide displacement; higher % means a stronger effect; hit rate 0.007% among 200,000; E3 ubiquitin-protein ligase XIAP (Homo sapiens); in the data active means displacement above about 50%; further: a part of the inactive calls stands beside numbers as strong as those of hits
# Myeloid diff MLP: induction of myeloid progenitor differentiation, primary screen, cell-based, flow cytometry, MLPCN library. hit rate 1% among 360,000. calls only at 10 µM. AID 624256, 2012. ER-HoxA9 myeloid progenitors, lysozyme-GFP differentiation;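 active means normalized GFP-positive differentiation at or above the plate's own cutoff, the solvent-only control mean plus 3 SD; inconclusive means no clear call, values can overlap the other calls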;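 further: cells exposed to compound for four days before flow analysis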
# TNAP activators: human TNAP enzyme activators, primary screen, biochemical, luminescent, no phosphate acceptor, uHTS (AID 1001); Alkaline phosphatase, tissue-nonspecific isozyme (Homo sapiens); purified TNAP, luminescent activation assay, no phosphate acceptor; higher activation fold means a stronger effect; activation fold at 20 µM, or EC50 in µM where a hit was titrated; hit rate 0.03% among 200,000; in the data active means activation fold from about 3, or a potency from the dose series; inactive means the rest, 99 in 100 with activation fold below about 1.6; further: many of its hits are not listed in these tables
# PMI inhibitors: inhibitors of human PMI, primary screen, biochemical, fluorescence intensity, coupled assay (AID 1209); purified PMI enzyme, coupled fluorescence intensity; higher % means a stronger effect; hit rate 0.42% among 190,000; inhibition, % at 20 µM, or IC50 in µM where a hit was titrated; Mannose-6-phosphate isomerase (Homo sapiens);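 further: plate controls were DMSO vehicle for no effect and wells lacking substrate for full effect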
# SIAH1 antagonists: Siah-1 peptide-binding antagonists, primary screen, biochemical, fluorescence polarization, rhodamine-plectin, uHTS (AID 1817); E3 ubiquitin-protein ligase SIAH1 (Homo sapiens); Siah-1 / rhodamine-plectin peptide fluorescence polarization; higher % means a stronger effect; displacement, % at 20 µM; hits with a dose series show IC50 in µM; hit rate 0.02% among 290,000;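 active means displacement of at least 50% at 20 µM, with a fluorescence ratio check between 0.3 and a set limit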;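 further: plate controls were Siah plus tracer with DMSO for no effect and tracer alone without Siah for full effect; strong numbers were not always called active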
# Salmonella PhoP GFP: inhibitors of PhoP regulon expression, primary screen, Salmonella Typhimurium, GFP reporter (AID 1863). S. Typhimurium PhoP-regulated promoter GFP reporter, 4 h; higher % means a stronger effect. inhibition, % at 50 µM, or IC50 in µM where a hit was titrated. hit rate 0.16% among 300,000;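 active means inhibition over 29.93%, a cutoff 3 SD above the screen mean, later confirmed by dose response; inconclusive means inhibition over 29.93% but no dose response follow-up; inactive means inhibition at most 29.93% or unconfirmed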;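 further: 0% = low Mg2+ inducing control and 100% = high Mg2+ repressing control; strong numbers were not always called active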
# RSV antiviral HEp-2: RSV antiviral activity via CPE protection, HEp-2 cells, primary 10 µM value included (AID 2391); HEp-2 cells, RSV-induced CPE inhibition; higher % means a stronger effect; one-dose CPE inhibition, % at 10 µM; IC50 in µM for titrated hits; hit rate 0.13% among 310,000; in the data active means a potency from the dose series; inconclusive means CPE inhibition mostly from about 23% at the one dose, without a potency; inactive means the rest, 99 in 100 with CPE inhibition below about 21%; further: strong numbers were not always called active
# WT yeast gro inh mutant strain: second read-out of WT yeast gro inh, no call of its own (marks repeat the call); inhibition, %; mitochondrial fusion phenotypic screen, mutant strain inhibition
# Myeloid diff MLP GFP+ MAC1+ %: recorded beside Myeloid diff MLP, whose call it bears; GFP+ MAC1+ double positive, %; measured here: differentiation confirmed by MAC1 staining
# The depositor's hits bear a star; i = inactive; ? = inconclusive; . = no result given; & = joins results of further samples. Unless noted, no stated cut-off is given here; in the data, active means inhibition above about 50%; inactive means the rest.
entry	mol	WT yeast gro inh	WT yeast gro inh mutant strain	human PMI inhibitors	XIAP displacement	Myeloid diff MLP	Myeloid diff MLP GFP+ MAC1+ %	TNAP activators	PMI inhibitors	SIAH1 antagonists	Salmonella PhoP GFP	RSV antiviral HEp-2
1	O=c1cc(O)nc(SC23CC4CC(CC(C4)C2)C3)[nH]1	20	-23	3%	-3.6%	i	2.1	1.1	-5%	2%	5%	4.8%
2	COc1ccc2ccc(=O)oc2c1CC=C(C)C	2	-4	4%	-4.6%	i	3.7	1.1	3%	11%	-15%&5%	.
3	CC(C)c1ccc(C(CC(=O)O)N2Cc3ccccc3C2=O)cc1 (stereo unspecified)	.	.	.	.	i	0.2	.	.	3%	1%	3.0%
4	CCOC(=O)C1=C(CNCc2ccccc2Cl)NC(=O)NC1c1ccc2c(c1)OCO2 (stereo unspecified)	1	-2	0%	-3.6%	i	1.1	1.1	4%	2%	-4%	2.0%
5	CCCNC(=O)COC(=O)c1ccc(N2CCCC2)c([N+](=O)[O-])c1	-8	-24	3%	-20%	i	0.3	1	2%	-6%	1%	0.7%
6	Cc1ccc(NC(=O)NC(=O)CSc2n[nH]c(N)n2)c(C)c1	-13	7	12%	-5.8%	i	1.0	1.4	-1%	12%	-1%	0.3%
7	Oc1ccc(/C=N/Nc2nc(N3CCCCCC3)nc(N3CCCCCC3)n2)c(O)c1	74*	5.5*	20%	-2.9%	i	0.2	1.2	20%	4%	-1%	-1.8%
8	Cc1ccc(CN(C)C(=O)c2cc(COc3cccc(C(F)(F)F)c3)on2)o1	.	.	.	.	i	3.1	.	.	-5%	8%	2.0%
9	CC(=O)Nc1ccc(S(=O)(=O)NCC(C)NS(=O)(=O)c2ccc(NC(C)=O)cc2)cc1 (stereo unspecified)	5	14	-3%	-5.6%	i	0.9	1.1	0%	1%	8%	2.4%
10	O=C(CN1CCNCC1)Nc1ccccc1Cl	19	22	8%	-1.6%	i	0.6	1	6%	0%	4%	0.0%
11	Cc1cccc(C)c1N=C1NN=C(c2ccccc2F)CS1	39	1	0%	-9.4%	i	0.3	1	7%	7%	4%	5.2%
12	CN(C)S(=O)(=O)N(CC(=O)N1CCOCC1)c1ccccc1	-14	0	-6%	-2.5%	i	2.8	1.2	-9%	4%	5%	0.7%
13	O=C(NCCCn1ccnc1)c1cccc(S(=O)(=O)Nc2ccccc2F)c1	12	-1	1%	0.9%	i	4.7	1.1	-8%	-1%	29%	0.4%
14	Cc1ccc(S(=O)(=O)N2CCCC2C(=O)OCc2ccccc2)cc1 (stereo unspecified)	1	9	-17%	-3.7%	i	0.5	1.1	-9%	16%	-15%	1.4%
15	CC1CCN(C(=O)c2scc3c2OCCO3)CC1	-16	-11	7%	0.0%	i	0.3	1.1	10%	6%	-6%	1.9%
16	COc1ccc(CCn2nnc(-c3ccc(NC(C)=O)c(Cl)c3)n2)cc1	-10	-3	-8%	2.0%	i	0.4	1	-10%	-2%	-9%	0.9%
17	O=C(O)c1ccc(/C=C/c2ccc3cccc(O)c3n2)cc1	6	-13	35%	-6.7%	i	0.1	0.9	9%	37%	-3%	.
18	COc1ccc(C)cc1Nc1nc(N)c2cc(OC)c(OC)cc2n1	.	.	.	.	i	0.2	.	.	-7%	0%	2.5%
19	O=C1CN(C(=O)COC(=O)COc2ccc3c(c2)CCC3)c2ccccc2N1	-6	-12	1%	-2.8%	i	1.0	1	-1%	-3%	10%	-0.2%
20	Cc1[nH]c2ccccc2c1C1(O)C(=O)N(C(C)C)c2ccccc21 (stereo unspecified)	-4	12	-4%	1.5%	i	1.0	1.1	-1%	-2%	1%	-1.1%
21	O=C(CSc1nc(-c2ccccc2)nc2c1Cc1ccccc1O2)Nc1ccccc1	-7	-8	-8%	-5.6%	.	.	1.1	4%	-4%	10%	0.7%
22	COc1cc(NC(=O)C2CCCN(S(=O)(=O)c3cnc[nH]3)C2)cc(OC)c1 (stereo unspecified)	2	-7	5%	-1.2%	i	2.2	1.1	-4%	1%	2%	1.9%
23	COC(=O)c1scc(S(=O)(=O)c2ccccc2)c1N	-19	3	-3%	-9.5%	i	0.4	1.1	-7%	0%	-2%	0.1%
24	Cc1ccc(C)c(SCC(=O)Nc2nnc(-c3ccccc3)o2)c1	73*	64*	7%	-1.4%	i	1.4	1	9%	-2%	-4%	2.2%

# Entries of single compounds from above. Order of screens: WT yeast gro inh	WT yeast gro inh mutant strain	human PMI inhibitors	XIAP displacement	Myeloid diff MLP	Myeloid diff MLP GFP+ MAC1+ %	TNAP activators	PMI inhibitors	SIAH1 antagonists	Salmonella PhoP GFP	RSV antiviral HEp-2
# O=C1CN(C(=O)COC(=O)COc2ccc3c(c2)CCC3)c2ccccc2N1 is entered as -6	-12	1%	-2.8%	i	1.0	1	-1%	-3%	10%	-0.2%
# O=C(O)c1ccc(/C=C/c2ccc3cccc(O)c3n2)cc1 is entered as 6	-13	35%	-6.7%	i	0.1	0.9	9%	37%	-3%	.
# O=c1cc(O)nc(SC23CC4CC(CC(C4)C2)C3)[nH]1 is entered as 20	-23	3%	-3.6%	i	2.1	1.1	-5%	2%	5%	4.8%

# Following part:
entry	mol	WT yeast gro inh	WT yeast gro inh mutant strain	human PMI inhibitors	XIAP displacement	Myeloid diff MLP	Myeloid diff MLP GFP+ MAC1+ %	TNAP activators	PMI inhibitors	SIAH1 antagonists	Salmonella PhoP GFP	RSV antiviral HEp-2
25	COc1ccc(C(C)=O)cc1COC(=O)c1c(C)noc1C	4	5	-7%	-2.6%	i	0.7	1.1	-16%	-1%	-3%	1.9%
26	O=C(/C=C/c1cccs1)N1CCOCC1	-25	-15	-5%	0.0%	i	0.6	1.1	-5%	3%	3%	0.9%
27	Cc1[nH]c(C)c(S(=O)(=O)NCC(C)c2ccccc2)c1C(=O)N1CCCCC1 (stereo unspecified)	.	.	.	.	i	4.5	.	.	-2%	0%	2.0%
28	N#Cc1c(N)n[nH]c1-c1cc2c([nH]1)CCCC2	-2	-6	20%	-7.2%	i	0.6	1	10%	14%	49%	2.6%
29	CC(C)OC(=O)C(C)Nc1ccc(F)c(Cl)c1 (stereo unspecified)	.	.	.	.	i	0.5	.	.	0%	1%	0.1%
30	COc1ccc(/C=C/C(=O)N(Cc2cccs2)C2CCS(=O)(=O)C2)cc1 (stereo unspecified)	.	.	.	.	i	0.0	.	.	2%	-10%	0.0%
31	C=CCNC(=O)c1ccc(-c2ccc([N+](=O)[O-])cc2)o1	-13	8	14%	-14%	i	0.2	1.1	7%	-5%	-4%	1.8%
32	Cn1c(SCC(O)c2ccccc2)nnc1-c1ccc2ccccc2c1 (stereo unspecified)	.	.	.	.	i	0.6	.	.	9%	3%	1.3%
33	COc1cc(=O)[nH]c(SC(C)C(=O)Nc2nc3c(s2)CCCC3)n1 (stereo unspecified)	.	.	.	.	i	0.4	.	.	0%	3%	1.3%
34	COc1ccc(CC(=O)NCc2n[nH]c(=S)n2-c2ccc(Br)cc2)cc1	-7	9	1%	-3.2%	i	0.3	1	-5%	3%	-6%	-0.1%
35	Cc1cccc(C)c1N=C1SC(CC(=O)Nc2c(C)cccc2C)C(=O)N1CCc1ccccn1 (stereo unspecified)	-8	-6	14%	0.4%	i	0.1	1.1	10%	11%	20%	18%
36	Cc1cccc(NC(=O)CCc2ccc(S(=O)(=O)NC3CCCCC3)cc2)c1	7	11	1%	-2.5%	i	1.1	1	3%	-3%	-4%	0.5%
37	CCOC(=O)C1C(=O)C=C(c2ccc(Br)cc2)CC1c1ccco1 (stereo unspecified)	62*	25*	6%	-4.2%	i	0.9	1.1	10%	6%	0%	1.9%
38	CCn1nc(C)c(CN2CCCC(CO)(Cc3cccc(Cl)c3)C2)c1C (stereo unspecified)	-13	10	-2%	-4.3%	i	0.4	1.1	-3%	3%	4%	?
39	Cc1cc(-c2ccc(C)c(S(=O)(=O)NCCC(C)N3CCCCCC3)c2)on1 (stereo unspecified)	.	.	.	.	i	1.3	.	.	-2%	-5%	-0.5%
40	COC(=O)C1CCN(C(=O)c2cc3c(=O)n4cccc(C)c4nc3n2Cc2ccccc2)CC1	.	.	.	.	i	0.0	.	.	-3%	-7%	0.6%
41	C=CCn1c(NCc2ccccc2OC)nc2ccccc21	.	.	.	.	i	0.6	.	.	-2%	-2%	?
42	S=C1NC[C@H](CC2CCCCC2)N1CCCCC1CCCCC1	.	.	.	.	i	1.6	.	.	2%	-6%	2.3%
43	CCN1CCN(Cc2c(OC)ccc3ccccc23)CC1	-3	-5	5%	-2.8%	i	1.1	1.2	12%	3%	23%	0.5%
44	O=C(NCCC1=CCCCC1)c1cc2c(s1)CS(=O)(=O)C2	-6	-6	1%	-1.0%	i	4.6	1.1	2%	-3%	-9%	-0.4%
45	O=C(Nc1nc(-c2ccccc2)cs1)NC1CCCCC1	22	29	16%	1.2%	i	5.4	1.1	18%	8%	1%	3.3%
46	O=C1CCC(=O)N1CNc1ccc(Oc2ccccc2)cc1	29	7	17%	-8.5%	i	6.3	1.1	20%	1%	0%	-0.5%
47	Cc1ccc(N2C(=O)CC(Sc3ncccn3)C2=O)cc1C (stereo unspecified)	.	.	.	.	i	0.1	.	.	11%	8%	0.0%
48	COc1ccc(-c2nc3ccccc3n2CCC(C)C)cc1OC	25	16	1%	-1.7%	i	1.0	1.2	0%	1%	1%	0.3%
49	CCOC(=O)c1ccc(NC(=O)c2nc[nH]c2C(=O)NCc2ccccc2)cc1	.	.	.	.	i	0.7	.	.	4%	-1%	5.3%
50	CC(=O)NNc1cc(=O)c2c(=O)n(C)c(=O)n(C)c2[nH]1	16	8	14%	-4.4%	i	1.4	1	7%	0%	0%	-0.2%
51	COC(=O)N[C@H](CC(C)=O)c1cccc(C(F)(F)F)c1	-13	-5	-8%	-2.1%	i	0.6	1.1	-9%	4%	-2%	0.6%
52	CCOC(=O)c1[nH]c(C)c(C(=O)OCc2c(C)noc2C)c1C	-2	9	-2%	-2.1%	i	0.3	1.1	3%	2%	2%	2.8%
53	NN1C(=O)NC(c2ccccc2)(c2ccccc2)C1=O	5	12	-2%	-1.8%	i	1.0	1.1	-2%	-4%	-5%	1.5%
54	CCn1ccnc1CN1CCCC(C(=O)c2ccc3c4c(cccc24)CC3)C1 (stereo unspecified)	42	36	-3%	3.6%	i	1.2	1	2%	-8%	-3%	8.8%
55	O=C(Nc1ccc2nc(-c3ccco3)c(-c3ccco3)nc2c1)N1CCCCCC1	-17	-3	-2%	0.5%	.	.	0.8	22%	31%	-12%	0.9%
56	c1nc(N2CCCCCC2)c2[nH]cnc2n1	9	0	12%	-3.9%	i	2.2	1.6	9%	4%	11%	2.3%

# Screens from PubChem.
